# EBI2 antag: antagonists of human EBI2 receptor; EBI2 beta-arrestin recruitment, luminescence, 7a,25-OHC stimulated; 0.81% of 360,000 active; P32249; inhibition, % at 5 µM; in the data active = inhibition above about 38%;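 note: enzyme fragment complementation signal reports receptor beta-arrestin coupling in cells; 0% = agonist plus DMSO wells and 100% = wells without agonist; some results beyond the cut were filed as inactive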
# Target sequence (P32249 whole entry, looked up, the tested form may be a part): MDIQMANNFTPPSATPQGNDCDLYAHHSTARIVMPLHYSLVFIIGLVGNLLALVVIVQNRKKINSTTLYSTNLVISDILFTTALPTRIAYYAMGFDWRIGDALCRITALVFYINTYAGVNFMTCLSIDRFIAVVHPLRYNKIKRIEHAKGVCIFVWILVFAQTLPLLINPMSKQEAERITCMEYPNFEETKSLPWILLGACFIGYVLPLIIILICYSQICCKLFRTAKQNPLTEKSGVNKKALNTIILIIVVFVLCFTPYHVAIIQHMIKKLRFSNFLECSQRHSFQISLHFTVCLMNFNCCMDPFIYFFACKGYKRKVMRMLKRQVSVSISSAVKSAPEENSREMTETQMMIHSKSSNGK
# UBC13 polyUb: inhibitors of human UBC13 polyubiquitin chain formation; P61088; TR-FRET; inhibition, % at 20 µM; 0.47% of 330,000 active; in the data active = inhibition above about 45%, passing the limit was not always enough
# Target sequence (P61088 whole entry, looked up): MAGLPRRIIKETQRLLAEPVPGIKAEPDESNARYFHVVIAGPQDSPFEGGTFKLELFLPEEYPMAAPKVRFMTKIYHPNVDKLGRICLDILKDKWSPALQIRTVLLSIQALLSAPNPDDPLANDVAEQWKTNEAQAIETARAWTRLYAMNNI
# APJ antag: antagonists of human APJ apelin receptor. P35414. CHO-K1 APJ beta-arrestin complementation, luminescence. inhibition, % at 20 µM. 0.32% of 330,000 active;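 active = inhibition above about 40% at 20 µM, limit read from the data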;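 note: cells challenged with 10 nM apelin-13 agonist together with compound; plate controls were apelin-13 plus DMSO wells for no effect and DMSO wells lacking apelin-13 for full effect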
# CXCR6 block: CXCR6 (human) receptor inhibition. O00574. CHO-K1 PathHunter CXCR6 beta-arrestin, luminescence. inhibition, % at 20 µM. 0.36% of 360,000 active. AID 602244; in the data active = inhibition above about 34%, passing the limit was not always enough;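 note: antagonist mode with CXCL16 agonist at 10 nM final; 0% = 10 nM CXCL16 with DMSO and 100% = unstimulated wells without agonist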
# APJ ag: APJ receptor agonism; CHO-K1 APJ PathHunter beta-arrestin, luminescence; 0% DMSO wells, 100% apelin; AID 2520; activation, % at 20 µM; 0.11% of 330,000 active;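 active = activation more than six SD over the plate average, tested at 20 µM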;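 note: 0% = DMSO alone and 100% = apelin-13 at 10 nM; some results filed as inactive read as strong as hits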
#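 Assay system – PathHunter CHO-K1 APJ (AGTRL-1) beta-arrestin reporter cells · Compound – one dose, 20 µM compound, 1% DMSO · Timing – compound 90 min 25 °C, reagent 1 h · Measured by – luminescence from split beta-galactosidase complementation, Galacton Star/Emerald II substrate · Measure – beta-arrestin recruitment to APJ as agonist activity, luminescent signal · Benchmarks – DMSO vs Apelin-13 10 nM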
# CCR6 antag: blocks CCL20-driven beta-arrestin recruitment at human CCR6. P51684. CHO-K1 CCR6 PathHunter beta-arrestin, luminescence, CCL20-stimulated. inhibition, % at 20 µM. 0.49% of 340,000 active;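 active = compounds whose inhibition of the agonist-driven luminescence signal at 20 µM reaches about 50%, limit read from the data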;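 note: cells stimulated with CCL20 at 14 nM final; plate controls were DMSO with CCL20 for no effect and DMSO without agonist for full effect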
# Gli-Sufu block: antagonists of Gli-Sufu signaling. inhibition, % at 5 µM. Sufu-KO-LIGHT fibroblasts, Gli luciferase reporter luminescence. 0.74% of 340,000 active. AID 588413;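 active = inhibition above about 55%, limit read from the data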;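 note: 0% = DMSO-treated cells and 100% = wells with medium but no cells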
# ATG4B inh: blocks human ATG4B protease cleavage of LC3 substrate; ATG4B cleavage of LC3-PLA2, NBD-HPC fluorescence, 1 h; Q9Y4P1; inhibition, % at 8.33 µM; 0.51% of 340,000 active; in the data active = inhibition above about 40%
# Target sequence (Q9Y4P1 whole entry, looked up): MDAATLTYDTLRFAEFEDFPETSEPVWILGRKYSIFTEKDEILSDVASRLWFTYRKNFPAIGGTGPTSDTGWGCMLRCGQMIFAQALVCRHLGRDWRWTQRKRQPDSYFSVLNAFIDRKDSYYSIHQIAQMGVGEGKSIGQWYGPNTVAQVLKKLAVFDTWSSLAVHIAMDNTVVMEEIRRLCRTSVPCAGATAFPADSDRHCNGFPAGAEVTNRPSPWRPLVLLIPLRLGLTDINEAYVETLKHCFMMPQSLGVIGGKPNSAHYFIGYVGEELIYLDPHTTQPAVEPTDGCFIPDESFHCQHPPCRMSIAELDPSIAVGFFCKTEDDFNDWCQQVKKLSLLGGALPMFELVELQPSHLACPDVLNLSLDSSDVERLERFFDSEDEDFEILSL
# * = called active by the depositor; . = no result given; & = joins results of further samples. Not a hit list; any-hit rate near 3%.
SMILES,EBI2 antag,UBC13 polyUb,APJ antag,CXCR6 block,APJ ag,CCR6 antag,Gli-Sufu block,ATG4B inh
O=C(CSc1nnc(Nc2ccccc2)s1)Nc1cccnc1Cl,-14,1,-1,-3,-4,4,-9,-9
O=C(CSc1nc(-c2ccco2)cc(C(F)(F)F)n1)NCCc1ccccc1,2,-4,-18,5,2,-11,5,12
CCCCCCC1CCC(C(=O)Nn2c(C)nc3ccccc3c2=O)CC1 (centres undefined),1,2,-1,-6,1,-3,-2,-12
Cc1ccccc1N/C(=N/S(=O)(=O)c1cc(F)ccc1F)c1ccccc1,2,-1,-11,-5,2,-1,-2,-4
NC(=O)C1CCN(C(=O)C23CC4CC(CC(C4)C2)C3)CC1,-1,2,4,-3,-1,8,-5,2
CCCSc1nnc(-c2ccccc2NC(=O)CC)c(=O)[nH]1,-7,-6,4,3,-3,7,4,-2
COc1ccccc1/C=C\C(=O)NCC(=O)N/N=C/c1cccc(OC)c1O,-2,11,1,4,2,6,-20,-16
CCCCCCCCCCCCCC(=O)O,-9,-8,1,3,-4,2,-20,8
COc1ccc(N=C2SC(CC(=O)Nc3ccccc3)C(=O)N2CC2CCCO2)cc1 (centres undefined),4,5,11,-3,2,-1,3,3
CCN(CC)C(=O)CSc1nnc(-c2ccco2)o1,-9,-4,-9,2,10,4,-40,0
Cc1cn(-c2cc(C(=O)Nc3ccc(C)c(NC(=O)C(=O)c4c[nH]c5ccccc45)c3)cc(C(F)(F)F)c2)cn1,-4&-5,-28,7,3&4,2,3,4,-16
Nc1cc(N)nc(CS)n1,-1,-17,17,-2,-2,5,4,-1
O=C(Nc1cccc(C(=O)O)c1)/C(=C\c1ccc(F)cc1)NC(=O)c1ccco1,-2,-2,-3,-3,-1,11,-27,4
COC(=O)C1=C(N)N(c2ccccc2C(F)(F)F)C2=C(C(=O)CCC2)C1c1ccc2c(c1)OCO2 (centres undefined),5,9,6,6,-3,7,-79,54*
CCNc1nc(NCC)nc(C(=O)OCCO)n1,-2,-2,24,-5,-1,2,6,-10
CCCCc1ccc(S(=O)(=O)N2CCN(C(=O)c3ccco3)CC2)cc1,-7,-1,6,-14,-2,17,12,1
C=Cn1cc[n+](CC(=O)c2cccs2)c1,3,-3,5,-8,-2,14,5,-3
C=CCNC(=O)c1ccc(OC2CCN(S(=O)(=O)N(C)C)CC2)cc1,-13,-1,2,4,0,3,0,-5
Cc1nn(-c2ccccn2)c2c1-c1nc(N)ncc1CC2,-2,6,7,7,3,-10,-61,-4
CCCc1cc(=O)[nH]c(SCC(=O)N2CCc3cc(OC)c(OC)cc3C2)n1,0,1,15,0,-4,11,-2,-4
CN(/N=C/c1cccnc1)c1cnc2ccccc2n1,13,-5,11,0,-1,-8,-90,-8
O=C1OCc2cc(NC(=O)C3CCCCC3)ccc21,-4,-3,9,3,-2,-7,-10,0
Nn1c(-c2cccc(Br)c2)n[nH]c1=S,-5,-1,8,-21,-4,1,4,-7
CN(C)CCN(Cc1cccs1)c1ccccn1,-1,9,11,1,-8,-7,38,-2
CCOc1ccc(NC(=O)CN(C)C(=O)CCC2CCCCC2)cc1OCC,-3,-2,14,2,-1,2,-3,-5
O=C(O)CNC(=O)c1ccc(OC(F)F)cc1,-10,6,11,1,-5,4,2,-1
COc1ccc(C(C(=O)NC(C)(C)C)N(C[C@H]2CC[C@@H]([C@@H]3CC[C@H](CO)O3)O2)C(=O)c2ccccc2)cc1 (some centres undefined),4,.,.,-5,.,26,8,-11
O=C(CCC(=O)c1cccs1)OCC(=O)N1CCN(S(=O)(=O)c2ccccc2)CC1,3,-4,17,1,1,-5,0,0
Cc1[nH]nc(-c2ccc(O)c(C)c2O)c1Oc1ccccc1,9,12,-4,-1,-2,13,3,13
c1cnc(N2CCN(c3ccc4ccccc4n3)CC2)nc1,2,-7,-25,-9,3,-11,-80,-3
COc1ccc(CNC(=S)NCc2ccc(OC)cc2)cc1,-1,9,3,-3,0,17,-2,-7
CSc1ccccc1C(=O)NC(C)c1ccc(-n2ccnc2)cc1 (centres undefined),-6,-10,11,-4,-2,0,-16,2
COc1ccccc1-c1cc(-c2ccccc2)nc(SC(C(N)=O)c2ccccc2)c1C#N (centres undefined),36,19,-6,-6,1,8,-12,5
COc1ccc(Cc2nn3c(-c4cc(OC)c(OC)c(OC)c4)nnc3s2)cc1,10,11,-7,-4,-1,14,19,-20
COc1ccc(C=O)cc1COc1ccc(F)cc1F,7,-6,-2,-3,-2,14,5,16
N#CCC(=O)N/N=C\c1ccccc1OC/C=C/c1ccccc1,-2,2,10,-1,6,6,-74,-24
CCCNC(=O)Cn1c(-c2ccc(F)cc2)cc(C(=O)OCC)c1C,-12,4,15,0,-5,10,-7,0
O=C(c1cc2c(s1)-c1ccccc1S(=O)(=O)C2)N1CCCC1,-9,-28,12,-2,-7,0,2,3
COc1ccc(S(=O)(=O)Nc2ccc3c(c2)OCO3)cc1,4,2,13,-6,-1,-4,0,-12
Cc1ccc(N(Cc2cc(=O)[nH]c3ccccc23)C(=O)C(C)C)c(C)c1,-11,0,8,-2,-1,15,-19,1
CN(C)/C(=N\S(=O)(=O)c1ccc(Br)cc1)c1ccccc1,-11,1,13,-6,-1,5,12,11
COCC(=O)Nc1nc(-c2ccc(C)cc2)c(C)s1,1,-3,-13,4,-3,6,2,6
Cc1nn(CC(=O)N2CCc3ccccc32)c(C)c1S(=O)(=O)NC(C)(C)C,4,5,3,10,-3,-1,-12,-6
Nc1nc(Cl)cc(N2CCC(c3cc(-c4ccc(Cl)cc4)n[nH]3)CC2)n1,21,40,-49,-15,3,-30,74*,-29
Cc1cc(Cl)c2oc(C(=O)NC3CCC(O)CC3)c(C)c2c1 (centres undefined),-3,-5,-21,6,-2,8,1,-1

# Reprinted from the part before: 6 compounds; new compounds follow.
SMILES,EBI2 antag,UBC13 polyUb,APJ antag,CXCR6 block,APJ ag,CCR6 antag,Gli-Sufu block,ATG4B inh
Cc1ccc(N(Cc2cc(=O)[nH]c3ccccc23)C(=O)C(C)C)c(C)c1,-11,0,8,-2,-1,15,-19,1
CN(C)/C(=N\S(=O)(=O)c1ccc(Br)cc1)c1ccccc1,-11,1,13,-6,-1,5,12,11
COCC(=O)Nc1nc(-c2ccc(C)cc2)c(C)s1,1,-3,-13,4,-3,6,2,6
Cc1nn(CC(=O)N2CCc3ccccc32)c(C)c1S(=O)(=O)NC(C)(C)C,4,5,3,10,-3,-1,-12,-6
Nc1nc(Cl)cc(N2CCC(c3cc(-c4ccc(Cl)cc4)n[nH]3)CC2)n1,21,40,-49,-15,3,-30,74*,-29
Cc1cc(Cl)c2oc(C(=O)NC3CCC(O)CC3)c(C)c2c1 (centres undefined),-3,-5,-21,6,-2,8,1,-1
O=C(N/N=C/c1ccccn1)c1cc(C2CC2)[nH]n1,3,6,-12,4,-2,2,-62,3
COc1ccc(OC)c(CN2CCN(C(=O)CCNC(=O)c3ccc(Br)cc3)CC2)c1,22,3,-45,-1,13,7,10,-2
COc1cccc(CCC(=O)N(C)C2CCCN(Cc3ccccc3F)C2)c1 (centres undefined),7,5,22,0,-1,-3,3,3
Cc1ccc(NC(=O)C2CCN(S(=O)(=O)c3ccc4c(c3)CCCC(=O)N4)CC2)c(Br)c1,12,-3,-14,5,2,12,-5,-5
COc1ccc(/C=N/NC(=O)c2cccnc2)cc1O,3,-12,11,-6,-1,5,-22,-7
CC(C)Oc1ccc(C(=O)Nc2ccc(C(F)(F)F)n(C)c2=O)cc1,-7,-19,0,0,-6,13,-3,-5
O=C(Nc1cn(-c2ccccc2)nc1-c1ccc(Cl)cc1)c1ccccc1,27,-2,20,7,0,0,3,8
COc1ccc(N2CC(C(=O)Nc3cc(C(F)(F)F)ccc3N3CCCC3)CC2=O)c(OC)c1 (centres undefined),5,2,-6,-3,-7,8,6,-7
CN=C(Nc1ccc(C(=O)OC)cc1)SC1CC(=O)N(c2ccccc2F)C1=O (centres undefined),11,6,3,-5,-3,16,8,-10
O=C(CN(C(=O)CCC(=O)Nc1nccs1)C1CCCC1)NCc1ccc2c(c1)OCO2,-13,-2,11,-4,-1,-6,-1,-3
COc1ccccc1N1CCN(C(=O)CN2C(=O)C3CCCCC3C2=O)CC1 (centres undefined),-6,13,19,1,-2,-1,-24,3
Cc1cccc(OCCCC(=O)Nc2ccc(N3CCOCC3)cc2)c1,3,4,-8,-10,-5,-5,-4,-19
COc1ccc(OCC(=O)N/N=C/c2ccc(OC)c(OC)c2C(=O)O)cc1,-6,-11,10,-2,-1,-6,-16,-1
Cc1c(NC(=O)c2c(O)c3ccccc3n(C)c2=O)c(=O)n(-c2ccccc2)n1C,-5,-1,24,-6,0,-11,-4,8
Cc1cccc(CSc2nc3c(cc2C#N)CCC3)c1,10,4,-17,1,0,12,-17,-14
CC1(C)CC(=O)C/C(=N/NC(=O)c2ccc(-c3ccccc3)cc2)C1,-14,7,18,8,1,14,11,-8
CN1C(=O)N(CC(=O)Nc2nccs2)C(=O)C12CCCCC2,1,1,-13,-2,-5,2,1,12
CCCC(=O)NC(=S)Nc1cccc2c(O)cccc12,8,-14,-25,-3,-2,-13,4,6
O=c1[nH]cnc2nc(-c3ccccc3)c(-c3ccccc3)nc12,10,3,8,2,-25,-9,4,-14
COc1ccc([C@@H]2CC(=O)c3c(O)cc(O[C@@H]4OC(CO[C@@H]5OC(C)[C@H](O)[C@@H](O)[C@H]5O)[C@@H](O)[C@H](O)[C@H]4O)cc3O2)cc1O (some centres undefined),-5,5,-6,-1,-2,-2,-3,-13
NC1=NC(=O)C(c2ccccc2)C(=O)N1 (centres undefined),-13,.,.,1,.,9,0,1
O=C(O)c1ccc(N/N=C2/CCCc3ccccc32)cc1,-6,-3,10,-6,-2,-5,-28,-1
CCC(C)NC(=O)COC(=O)c1cccnc1Nc1ccccc1F (centres undefined),-5,1,10,6,-4,8,-7,-5
Cc1ccccc1-n1nc(C)c2cc(C(=O)N3CCOCC3)sc21,-12,8,-11,-10,-4,-6,2,-14
CCOC(=O)C1=C(O)C(=O)N(C2CCCCC2)C1,2,10,2,8,-1,-6,2,-10
Cc1cc(C)c2c(=O)n(CC(=O)NCCCN3CCOCC3)sc2n1,-5,-30,-120,-18,0,-10,4,15
C=CC[C@@H](CC(=O)N(CCO)Cc1ccccc1)C(=O)N[C@H](COC(=O)[C@@H](CC=C)CC(=O)OC(C)(C)C)c1ccccc1,17,-4,21,32,-4,20,-11,-1
Cc1ccc2nc(NC(=O)[C@H](C)N3C(=O)C4CC=CCC4C3=O)sc2c1 (some centres undefined),15,-7,5,3,-2,0,-51,-3
O=C1CS/C(=N/N=C/c2ccc(OS(=O)(=O)c3ccccc3)cc2)N1,-9,-2,-4,4,1,-2,-1,1
Cc1ccc(S(=O)(=O)N2CCOCC2)cc1C(=O)Nc1ccc2c(c1)CCC2,1,9,-13,-7,-1,14,-2,21
Cc1ccc(CN2CC(C(=O)Nc3ccc4c(C)cc(=O)oc4c3)CC2=O)cc1 (centres undefined),2,5,5,-11,-1,-12,7,-28
O=C(COC(=O)c1ccc(Cl)nc1)NCCNC(=O)COC(=O)c1ccc(Cl)nc1,-15,1,14,-2,2,-2,-4,-3
O=C1c2ccccc2CCC12N=NCC2c1ccccc1 (centres undefined),-1,9,12,8,-1,13,-4,13
CCOc1cc(C(=O)N2CCC(CC3CC(c4ccccc4)=NO3)(C(=O)NCc3ccc(OC)cc3)CC2)cc(OCC)c1OCC (centres undefined),-11,3,-65,7,7,0,9,-14
Cc1oc2c(CN3CCCC3)c(O)ccc2c(=O)c1-c1ccccc1,-5,6,6,3,-1,-2,2,-6
COc1ccc(S(=O)(=O)NC2CCCCCC2)cc1C(N)=O,1,1,9,-2,3,4,63*,-4

# Screening results from PubChem.
